BaF3 parental: counter-screen for JAK2V617F inhibitors: parental Ba/F3 viability inhibitors | CellTiter-Glo ATP luminescence | inhibition, % at 5.6 µM | actives 1.1% (n = 220,000) | AID 1486;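 active = inhibition above a per-campaign cutoff, the mean inhibition of all tested compounds plus 3 SD, cut at about 27% in these data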;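 note: 0% = DMSO wells and 100% = JAK Inhibitor I control wells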
Ba/F3 V617F tox: reduce viability of Ba/F3 cells dependent on JAK2V617F. Ba/F3 EpoR-JAK2V617F viability, ATP luminescence. inhibition, % at 5.6 µM. actives 1.1% (n = 220,000);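 active = inhibition above the campaign mean plus 3 SD over all tested compounds, cut at about 24% in these data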;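 note: cytokine-independent growth of Ba/F3 cells driven by EpoR plus mutant JAK2; 0% = DMSO-treated cells and 100% = JAK inhibitor I control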
NPY Y1 blocker: NPY-Y1 (human) receptor antagonism; HEK293-CNG Y1 cells, membrane potential fluorescence; NPY at EC95, then isoproterenol; actives 1% (n = 200,000); inhibition, % at 3.6 µM; P25929; AID 1040;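 active = inhibition above the campaign mean inhibition of all tested compounds plus 3 SD, cut at about 20% in these data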;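 note: 0% = DMSO wells given NPY plus isoproterenol and 100% = isoproterenol alone without NPY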
Target sequence (P25929 whole entry, looked up): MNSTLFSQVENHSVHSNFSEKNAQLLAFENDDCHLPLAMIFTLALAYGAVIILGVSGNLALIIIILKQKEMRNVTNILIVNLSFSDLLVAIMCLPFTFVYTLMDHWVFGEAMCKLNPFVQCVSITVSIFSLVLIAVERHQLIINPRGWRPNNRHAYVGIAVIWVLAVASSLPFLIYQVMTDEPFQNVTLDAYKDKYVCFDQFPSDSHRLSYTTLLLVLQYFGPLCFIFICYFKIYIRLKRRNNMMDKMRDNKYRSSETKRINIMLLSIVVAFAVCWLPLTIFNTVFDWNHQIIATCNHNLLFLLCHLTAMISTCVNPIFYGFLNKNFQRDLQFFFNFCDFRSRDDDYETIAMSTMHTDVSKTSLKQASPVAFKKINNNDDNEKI
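Material: HEK293 cells with Y1 receptor plus CNG channel; times: compound incubation 1 h at room temperature, readout 45 min post-stimulation; signal: fluorescence, membrane potential probe; read-out basis: fluorescence ratio normalized to % inhibition between controls; benchmarks: full-block control isoproterenol-only wells, zero-block control NPY plus isoproterenol wells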
S1P4 ag: agonists of human S1P4 receptor. S1P4-expressing cell line, agonist reporter assay. activation, % at 4.98 µM. actives 0.35% (n = 220,000). AID 1509; in the data active = activation above about 11%;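 note: 0% = DMSO vehicle and 100% = reference agonist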
p47phox inh: p47phox (human) inhibition; P14598; p47phox/p22phox peptide binding, fluorescence polarization, 2 h; inhibition, % at 24.7 µM; actives 0.53% (n = 220,000); AID 1274;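 active = inhibition above about 30%, limit read from the data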;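 note: 0% = p47phox with labelled peptide and 100% = labelled peptide alone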
CHOP inh: blocks CHOP induction under ER stress; inhibition, % at 10 µM; AID 2732; actives 3.8% (n = 220,000); CHO-K1 CHOP-promoter luciferase, tunicamycin-induced, 15-18 h;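 active = compounds that reduced the stress-induced luciferase reporter signal by more than about 70% of percent inhibition, limit read from the data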;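 note: 0% = tunicamycin plus vehicle and 100% = wells without tunicamycin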
S1P4 antag: antagonists of human S1P4 receptor; O95977; S1P4-expressing cells, antagonist mode, reporter read-out; inhibition, % at 4.98 µM; actives 0.26% (n = 220,000); AID 1510; in the data active = inhibition above about 29%;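 note: 0% = wells stimulated with agonist and 100% = vehicle wells without agonist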
NPY-Y1 PAM-ag: human NPY-Y1 potentiation or agonism, primary screen; NPY-Y1 expressing cells, potentiator/agonist activation; activation, % at 3.6 µM; actives 0.37% (n = 220,000); AID 1304; in the data active = activation above about 33%, passing the limit was not always enough;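 note: cells stimulated with NPY at EC10 then isoproterenol at EC100; 0% = low agonist plus stimulus and 100% = saturating agonist plus stimulus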
NPY-Y2 PAM-ag: human NPY-Y2 potentiation or agonism, primary screen. cells expressing NPY-Y2, potentiator/agonist read-out. activation, % at 3.6 µM. actives 0.45% (n = 220,000). P49146; in the data active = activation above about 27%;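 note: cells stimulated with NPY near EC25 plus isoproterenol at EC100; 0% = vehicle plus submaximal agonist and 100% = vehicle plus saturating agonist; some results beyond the cut were filed as inactive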
Target sequence (P49146 whole entry, looked up): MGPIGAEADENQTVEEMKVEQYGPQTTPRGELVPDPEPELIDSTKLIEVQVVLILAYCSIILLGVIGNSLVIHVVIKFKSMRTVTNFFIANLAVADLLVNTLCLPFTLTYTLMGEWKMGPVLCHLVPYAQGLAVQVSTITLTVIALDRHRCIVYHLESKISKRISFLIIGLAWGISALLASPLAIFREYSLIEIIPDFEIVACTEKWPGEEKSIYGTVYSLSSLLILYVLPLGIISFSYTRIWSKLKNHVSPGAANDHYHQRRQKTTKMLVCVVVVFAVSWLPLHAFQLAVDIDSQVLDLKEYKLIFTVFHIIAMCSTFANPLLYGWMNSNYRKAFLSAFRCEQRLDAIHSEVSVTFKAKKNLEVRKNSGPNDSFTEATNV
Numbers without * were called inactive; . = not tested or not shown. Hits appear at their usual frequency; about 7.1% have a hit in one of these screens.

SMILES | BaF3 parental | Ba/F3 V617F tox | NPY Y1 blocker | S1P4 ag | p47phox inh | CHOP inh | S1P4 antag | NPY-Y1 PAM-ag | NPY-Y2 PAM-ag
Cc1nnc(SCC(=O)N(C(C)C)C(C)C)nc1C | 1 | 0 | -2 | -0.6 | 8 | 12 | -11 | 2 | 5
O=C(C[n+]1ccc2ccccc2c1)c1cccc2ccccc12 | 2 | -3 | -2 | 1.5 | -6 | -68 | 16 | -7 | -1
O=C(/C=C/c1ccco1)NCC1CCCO1 (centres undefined) | 10 | 6 | -3 | -0.3 | -10 | 3 | 10 | -4 | 6
CSc1cnn(-c2ccccc2)c(=O)c1SC | 5 | 0 | 6 | 0.7 | -3 | -3 | -3 | -9 | 1
CC(C)(C)NC(=O)C(c1cccs1)N(CC1CCCO1)C(=O)c1ccc(-c2ccccc2)[nH]1 (centres undefined) | 3 | 1 | -10 | 0.6 | -80 | 23 | -2 | -6 | -3
COc1ccccc1C(=O)C1CCCN(C(=O)c2cccc(-n3cccn3)c2)C1 (centres undefined) | 10 | 2 | 0 | 0.3 | -5 | 2 | -5 | -20 | -12
CCN1CCN(C(=O)C2CCN(Cc3cc(Cl)ccc3O)CC2)CC1 | 9 | 7 | 4 | -2.8 | -4 | 54 | 2 | -8 | -14
CC1(C)CC(=O)c2cnc(NC(=O)Cc3ccc(Cl)cc3)nc2C1 | 5 | -4 | 2 | -1.1 | -13 | 10 | -9 | 7 | 8
COCCNC(=O)c1ccccc1NC(=O)Cc1ccccc1 | 9 | 0 | -1 | -0.3 | -15 | 18 | -9 | 10 | 13
Cc1ccc(NC(=O)CCNC(=O)c2ccco2)cc1 | 6 | 3 | -1 | -0.3 | -12 | 11 | -11 | 1 | 1

Random excerpt: 2 entries already listed, in no set order.
SMILES | BaF3 parental | Ba/F3 V617F tox | NPY Y1 blocker | S1P4 ag | p47phox inh | CHOP inh | S1P4 antag | NPY-Y1 PAM-ag | NPY-Y2 PAM-ag
COc1ccccc1C(=O)C1CCCN(C(=O)c2cccc(-n3cccn3)c2)C1 (centres undefined) | 10 | 2 | 0 | 0.3 | -5 | 2 | -5 | -20 | -12
CCN1CCN(C(=O)C2CCN(Cc3cc(Cl)ccc3O)CC2)CC1 | 9 | 7 | 4 | -2.8 | -4 | 54 | 2 | -8 | -14

(continued)
SMILES | BaF3 parental | Ba/F3 V617F tox | NPY Y1 blocker | S1P4 ag | p47phox inh | CHOP inh | S1P4 antag | NPY-Y1 PAM-ag | NPY-Y2 PAM-ag
COC(=O)c1ccc(OCC(=O)c2cccc(OC)c2)cc1 | 3 | -1 | -2 | 0.4 | -1 | -7 | -2 | -3 | 3
CC1=CC(C)(C)N(C(=O)CSc2nnc(-c3ccc(C)cc3)o2)c2ccc(C)cc21 | 6 | -1 | 15 | -0.6 | 0 | 60 | -3 | -8 | -10
Cc1c(C(=O)N/N=C/c2ccccc2)[nH]c2ccc(Cl)cc12 | 4 | 4 | 0 | -0.4 | -3 | -42 | -2 | -12 | -16
CCc1cc(CNC(=O)CC2C(=O)NCCN2Cc2cccc(OC)c2)on1 (centres undefined) | 2 | -1 | 4 | 0.3 | 5 | 15 | -11 | 11 | -2
CC1(C)CC2(CCO1)OC(=O)CC2C(=O)NCc1ccccc1 (centres undefined) | 2 | -4 | -6 | -1.1 | -6 | -33 | 2 | -4 | 16
COCCNC(=O)c1cc2c(-c3ccccc3F)nn(C)c2s1 | 0 | -2 | -2 | 0.2 | 3 | 26 | -12 | -6 | 1
Cn1c(=O)c2c(=O)cc(N)[nH]c2n(C)c1=O | -6 | 0 | . | -0.7 | -4 | 5 | -13 | 2 | -9
Cc1cccc(/C=N/NC(=O)C(C)Nc2cccc3ccccc23)n1 (centres undefined) | 5 | -5 | -9 | -2.2 | -2 | 5 | 4 | 25 | 18
COCCn1c(=NC(=O)c2cccs2)sc2cc(NC(C)=O)ccc21 | 9 | 0 | -3 | 1.9 | -9 | 27 | -17 | 13 | -20
O=C(Cn1c(=O)n(-c2ccc(F)cc2)c(=O)c2sccc21)c1ccccc1 | 3 | -1 | -2 | -0.4 | -6 | 17 | -5 | 15 | 14

Individual results from the list:
O=C(C[n+]1ccc2ccccc2c1)c1cccc2ccccc12 in p47phox inh is entered as -6
COC(=O)c1ccc(OCC(=O)c2cccc(OC)c2)cc1 in S1P4 antag is entered as -2
Cc1c(C(=O)N/N=C/c2ccccc2)[nH]c2ccc(Cl)cc12 in CHOP inh is entered as -42

Remaining list, next part:
SMILES | BaF3 parental | Ba/F3 V617F tox | NPY Y1 blocker | S1P4 ag | p47phox inh | CHOP inh | S1P4 antag | NPY-Y1 PAM-ag | NPY-Y2 PAM-ag
CCOc1ccc(/C=C/C(=O)Nc2ccc3[nH]c(=O)[nH]c3c2)cc1 | 6 | -1 | -6 | -0.3 | -5 | -11 | -20 | -5 | -6
O=C(Cn1cnc2c(oc3ccccc32)c1=O)c1ccccc1 | 0 | 1 | 10 | -0.6 | 2 | 27 | 20 | 4 | -3
O=C(CSc1nnc(Cc2cccs2)n1CCc1ccccc1)N1CCCc2ccccc21 | 7 | 2 | 22* | 0.2 | -22 | 38 | 10 | -18 | -19
Clc1ccc(C[n+]2cc(-c3ccc(Cl)cc3)n3c2CCC3)cc1 | 59* | 50* | . | -0.2 | -14 | -2 | 11 | 1 | -1
Cc1c(CC(=O)O)c(=O)oc2cc(OCc3nn[nH]n3)ccc12 | -1 | 1 | -7 | 1.2 | -1 | 28 | -29 | -16 | -10
CCCN(CCC)CC(O)Cn1c2ccccc2c2ccccc21 (centres undefined) | 9 | 0 | 5 | 1.2 | -14 | 24 | 4 | 7 | -10
O=C(c1ccc(Cl)c(S(=O)(=O)N2CCc3ccccc3C2)c1)N1CCN(c2ccccc2)CC1 | 6 | 0 | 10 | 1.1 | -16 | 37 | 0 | -10 | -18
Cc1nn(-c2cc(C(F)(F)F)ccc2Cl)c2nc(C(F)(F)F)[nH]c(=O)c12 | -2 | -3 | -1 | 0.3 | -4 | 3 | -25 | 4 | 9
COC(=O)c1ccc(/C=N\NC(=O)CC(=O)NCCc2ccccc2)cc1 | 2 | -4 | 6 | 0.8 | 5 | 0 | -21 | 20 | 1
CCC(C)NC(=O)c1ccc(CS(=O)(=O)Cc2ccc(Cl)cc2)o1 (centres undefined) | 1 | -2 | 1 | -5.9 | -11 | 14 | -15 | 4 | -2
O=C(O)C1CC(=O)N(Cc2cccnc2)C1 (centres undefined) | 3 | 1 | 3 | 1.5 | -4 | -19 | 0 | 9 | -1
S=c1[nH]nc(-c2ccncc2)n1/N=C/C(Cl)=C\c1ccccc1 | 4 | -3 | 0 | -1.0 | 7 | 76* | -3 | 12 | 0
O=C(CN(CC1CCCO1)C(=O)CNS(=O)(=O)c1ccccc1)NCc1ccco1 (centres undefined) | -2 | -4 | 1 | 0.5 | -8 | -9 | -5 | -7 | -1
COc1ccccc1CC(=O)Nc1ccc2c(c1)C(=O)NC2=O | -5 | -5 | 1 | -0.8 | -8 | 27 | -17 | 2 | 10
C=CCNC(=O)C1CC(=O)N(c2ccc(C)cc2)C1 (centres undefined) | 6 | -2 | -1 | 2.1 | 7 | -26 | -24 | 2 | -7
CCCCN(CC)CCNC(=O)c1nn(-c2ccc(OC)cc2)c(=O)c2c1c1ccccc1n2C | 8 | 5 | 2 | -1.1 | -10 | 16 | -5 | -14 | -16
CC1(C)CC2(CCO1)OC(=O)CC2C(=O)Nc1ccc(Cl)cc1[N+](=O)[O-] (centres undefined) | -3 | 1 | . | 2.2 | -5 | 8 | -13 | 5 | 9
C/C(=C\C(=O)c1ccncc1)Nc1ccccc1O | 7 | 1 | 1 | 0.1 | -4 | 35 | -3 | 8 | 11
CC1CCCN(CCCNC(=O)c2coc3nc4ccccc4nc23)C1 (centres undefined) | 3 | -2 | -6 | 1.7 | -81 | -32 | -8 | 3 | -11
CN(CCc1ccccn1)C(=O)CC1C(=O)NCCN1Cc1ccc(-c2ccccc2)cc1 (centres undefined) | 5 | 7 | -1 | -0.5 | -4 | 32 | -12 | 2 | 3
O=c1cc(O)c2sc3nc(-c4ccccc4)cc(C(F)(F)F)c3c2[nH]1 | -1 | -1 | -1 | 2.1 | -59 | 1 | 4 | -2 | 5
Nc1c(C(=O)c2ccccc2)sc(Nc2ccccc2)c1S(=O)(=O)c1ccccc1 | 2 | 2 | 7 | 0.7 | -22 | 14 | 21 | -7 | 1
CC(C)c1ccccc1NC(=O)Cn1c(-c2ccccc2Cl)nc2ccccc21 | 0 | -3 | 9 | -0.4 | -11 | 11 | 5 | 7 | 3
CCOC(=O)CN1C(=O)N[C@H](c2ccc(Br)cc2)C(C(C)=O)=C1C | 5 | 4 | 24* | -1.0 | 1 | 4 | -1 | -16 | -9
COc1ccc(CCN=C(N)NS(=O)(=O)c2ccccc2)cc1 | 3 | 0 | 1 | 0.7 | -7 | -1 | -22 | -1 | 5
Cc1sc2ncnc(NCc3ccco3)c2c1C | 4 | 0 | -1 | -0.4 | -12 | 41 | 11 | -21 | -3
S=C(NCCc1ccccc1)NCC1CCCO1 (centres undefined) | 7 | -1 | -3 | 1.7 | -19 | -16 | -9 | 8 | 7
c1cncc(-c2noc(-c3cccc4ccccc34)n2)c1 | 4 | 1 | 8 | -0.9 | -7 | 31 | -3 | -3 | -11
Nc1ccccc1-c1nnc(-c2ccc(-c3ccccc3)cc2)o1 | 3 | 1 | 11 | 3.1 | 58* | 62 | 27 | 11 | -7
CC(=O)c1ccc(Sc2ccccc2N)c([N+](=O)[O-])c1 | -2 | -2 | . | 0.9 | -7 | 3 | 10 | -2 | 2
COc1c(Cl)cc(Cl)cc1C(=O)Nc1ccc(NC(C)=O)cc1 | 2 | 0 | -6 | -0.4 | 3 | 0 | -6 | 16 | 1
Cc1cc(-c2ccc(C(=O)O)s2)cnc1N | 22 | -4 | 1 | 1.5 | 10 | -26 | -21 | 6 | 1
CCN1CCCC1CNC(=O)Cn1cnc2sc(C)c(S(=O)(=O)N3CCC(C)CC3)c2c1=O (centres undefined) | 5 | 0 | 6 | 2.4 | -6 | 27 | 0 | -5 | 1
CN(C(=O)COC(=O)c1cc(Br)c(Br)s1)C1CCS(=O)(=O)C1 (centres undefined) | 4 | -1 | 2 | -0.7 | -5 | 35 | -24 | -6 | -10
Brc1ccc(OCCCN2CCOCC2)cc1 | 7 | -1 | 0 | -1.6 | -9 | 29 | 1 | -10 | -5
COCCCN(CCC#N)C(=O)c1c(-c2c(Cl)cccc2Cl)noc1C | 1 | -5 | . | -1.1 | -7 | 10 | 11 | -10 | -3
CCC(C)c1ccc(NC(=O)c2cnn3c(C(F)F)cc(C)nc23)cc1 (centres undefined) | 2 | 0 | -2 | -0.6 | -26 | 6 | -4 | 0 | 21
Cn1nc(C(=O)NCc2ccc(F)cc2)c2ccccc2c1=O | 3 | -1 | 3 | -0.4 | -11 | 13 | 3 | -10 | -9
CC(C)Oc1ccc(C2CC(=O)N(c3ccc(C(=O)O)cc3)C2=O)cc1 (centres undefined) | 1 | 0 | 3 | 0.9 | -1 | 5 | -50 | 8 | 5
CCc1ccc(C(=O)COC(=O)c2ccc(Cl)nc2)cc1 | -5 | -3 | 12 | 0.5 | -1 | 16 | -9 | -13 | -16
Cn1c2ccccc2n2c(=O)c(Cl)c(-c3ccccc3)c(C#N)c12 | 10 | 5 | 2 | -0.1 | -17 | 73* | -6 | -50 | 4
CCN1CCN(CCCCSc2ccccc2)CC1 | 10 | 1 | -1 | -1.6 | 0 | 6 | -2 | -27 | 16
COc1cc(NS(=O)(=O)c2ccc(NC(=S)NC(=O)c3cccs3)cc2)nc(OC)n1 | 6 | 2 | 7 | -0.1 | -28 | -34 | -19 | -15 | 6

Source: PubChem BioAssay (several laboratories)
